Rac1 GTP hydrolysis – MgcRacGAP GTPase-activating activity inhibitors, confirmation, biochemical, ADP Hunter fluorescence; MgcRacGAP-stimulated Rac1 GTP hydrolysis, ADP Hunter fluorescence; higher % means a stronger effect; GST-tagged Rac1 F28L mutant substrate; one-dose inhibition, % at 30 µM; IC50 in µM for titrated hits; hit rate 0.6% among 340,000; AID 624330;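 active means first-screen hits whose inhibition reached a set limit at any dose in the follow-up dose series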;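 further: fluorescence reports GDP produced by GAP-driven GTP hydrolysis; strong numbers were not always called active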
NOD1 inhibition – inhibition of NOD1-driven NF-kB reporter – cell-based, luminescence, uHTS, primary screen (AID 1578); NOD1-driven NF-kB luciferase reporter cells, luminescence; higher % means a stronger effect; one-dose inhibition, % at 4 µM; EC50 in µM for titrated hits; hit rate 1% among 290,000; in the data active means inhibition mostly above about 36%, no sharp cut-off; inactive means mostly below about 34%;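 further: HEK-293T reporter cells stimulated with the NOD1 agonist gamma-tri-DAP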
GPR55 LPI antagonism – inhibition of LPI-stimulated GPR55 beta-arrestin translocation – imaging, U2OS, beta-arrestin-GFP, LPI agonist, primary screen (AID 2013); U2OS GPR55 beta-arrestin-GFP translocation imaging, LPI antagonism; higher % means a stronger effect; inhibition, % at 10 µM, or IC50 in µM where a hit was titrated; hit rate 0.13% among 290,000;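 active means spots per cell inhibited over 60%, with over 100 cells counted and total cytoplasm intensity under 500,000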;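 further: U2OS cells stably carrying GPR55 and arrestin-GFP stimulated by 5 µM LPI near EC80; imaged beta-arrestin-GFP aggregate spots per cell after agonist stimulation; plate controls were LPI-stimulated DMSO wells for no effect and DMSO wells without LPI for full effect; some results filed as inactive read as strong as hits; confirmed hits need IC50 under 10 µM and bright autofluorescent wells are also inconclusive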
GPR55 activation – GPR55 agonists via beta-arrestin recruitment, primary screen, imaging, U2OS cells, beta-arrestin-GFP redistribution (AID 1961). activation, % at 10 µM; hits with a dose series show EC50 in µM. U2OS GPR55 beta-arrestin-GFP redistribution imaging; higher % means a stronger effect. hit rate 0.048% among 290,000;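 active means activation above 40% with more than 50 cells counted in the well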;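 further: U2OS osteosarcoma cells stably expressing GPR55 and beta-arrestin-GFP; plate controls were DMSO negative control for no effect and LPI positive control for full effect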
K1F lysis inhibition – protection from phage-mediated lysis, alamar blue read-out – E. coli UTI89, K1F phage, bacterial capsule biogenesis inhibitors (AID 488966); E. coli UTI89 K1F phage lysis, alamar blue, 2 h; higher % means a stronger effect; one-dose inhibition, % at 100 µM; IC50 in µM for titrated hits; hit rate 0.02% among 340,000;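 active means phage lysis inhibition, versus mean bacterial control, above a set limit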;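 further: capsule biogenesis inhibitors block K1F phage lysis so surviving cells raise fluorescence; higher fluorescence means more inhibition of phage lysis; actives were called in the ten point dose series up to 300 µM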
GPR35 arrestin U2OS – GPR35 antagonists blocking zaprinast-driven arrestin recruitment, primary screen, imaging, U2OS, beta-arrestin-GFP, zaprinast agonist (AID 2058) | U2OS GPR35 beta-arrestin-GFP translocation imaging, zaprinast antagonism; higher % means a stronger effect | one-dose inhibition, % at 10 µM; IC50 in µM for titrated hits | hit rate 0.052% among 290,000;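 active means inhibition of at least 50% with at least 30 cells and total cytoplasm GFP at most 10,000,000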
NTR1 ag – NTR1-driven beta-arrestin-GFP spot formation – imaging, U2OS cells, high content, primary screen (AID 493036); hit rate 0.17% among 330,000; agonist mode; P30989; activation, % at 20 µM;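 active means activation at or above 40% of the spot to cytoplasm intensity ratio, with at least 20 cells analyzed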;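 further: 0% = DMSO without peptide and 100% = 100 nM NTR1 peptide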
Target sequence (P30989 whole entry, looked up): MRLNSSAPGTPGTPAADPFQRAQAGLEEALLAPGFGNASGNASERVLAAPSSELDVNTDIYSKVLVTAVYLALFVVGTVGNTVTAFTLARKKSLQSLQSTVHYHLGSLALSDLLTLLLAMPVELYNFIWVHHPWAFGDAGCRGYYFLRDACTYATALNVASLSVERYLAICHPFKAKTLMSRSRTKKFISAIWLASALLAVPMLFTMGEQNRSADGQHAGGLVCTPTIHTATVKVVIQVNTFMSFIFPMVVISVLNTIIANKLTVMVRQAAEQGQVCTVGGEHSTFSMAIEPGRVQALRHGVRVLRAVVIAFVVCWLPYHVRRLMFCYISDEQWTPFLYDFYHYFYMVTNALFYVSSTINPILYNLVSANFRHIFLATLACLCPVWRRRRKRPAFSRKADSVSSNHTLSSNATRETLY
KOR beta-arrestin-1 – kappa opioid receptor activators – cell-based, luminescence, uHTS, primary screen (AID 1777). one-dose activation, % at 10 µM; EC50 in µM for titrated hits. KOR beta-arrestin recruitment, luminescence; higher % means a stronger effect. hit rate 0.02% among 280,000; in the data active means activation above about 50%, passing the limit was not always enough; further: a part of the inactive calls stands beside numbers as strong as those of hits
KOR beta-arrestin-2 – kappa opioid receptor blockers – cell-based, luminescence, uHTS (AID 1778); KOR beta-arrestin recruitment, luminescence, antagonist mode; higher % means a stronger effect; one-dose inhibition, % at 10 µM; IC50 in µM for titrated hits; hit rate 0.091% among 290,000; in the data active means inhibition above about 50%; further: strong numbers were not always called active
NTR1 ag cell count 20 µM – second read-out of NTR1 ag, no call of its own (marks repeat the call); cell count; measured here: cell count, cytotoxicity flag
* marks the source's active call; other numbers are inactive results; x = not tested or not shown; [ ] = dose if it differs, or a comment. An excerpt; count on the stated rates, not on these rows.

SMILES	Rac1 GTP hydrolysis	NOD1 inhibition	GPR55 LPI antagonism	GPR55 activation	K1F lysis inhibition	GPR35 arrestin U2OS	NTR1 ag	NTR1 ag cell count 20 µM	KOR beta-arrestin-1	KOR beta-arrestin-2
Cc1cc(C)cc(Oc2ccc(NC(=O)C3CC=CCC3C(=O)O)cc2)c1 (stereo not given)	2.9%	-15.3%	0.0%	-0.4%	-0.6%	-3.9%	0.9	56	-3.5%	-21.2%
CCCc1nc(SCC(=O)Nc2ccc(S(=O)(=O)N(C)C)cc2)c2ccccc2n1	6.6%	39.7%	-1.9%	-0.2%	1.4%[50 µM]	-0.9%	x	x	2.7%	-21.5%
Cc1cccc(NC(=S)N2CCC(NC(=O)C3CCCCC3)CC2)c1	2.0%	9.4%	-4.6%	0.3%	0.0%	3.1%	3.0	47	-2.0%	-5.8%
COc1ccc(NC(=O)CN2CCN(c3ccccc3C)CC2)cc1	9.4%	-38.9%	-3.6%	0.7%	1.5%	9.3%	0.4	47	3.5%	-54.9%[20 µM]
CCC(=O)/C=C1/Sc2ccccc2N1CC	16.9%	-34.1%	2.9%	-0.3%	0.6%	-3.6%	0.5	48	2.0%	-34.9%
O=C(CN1CCN(Cc2ccccc2)C1=O)NCc1cccs1	2.2%	-2.4%	0.7%	-0.1%	0.4%	-5.8%	0.6	37	-1.3%	-0.3%
CCCOc1ccc(/C(O)=C2/C(=O)C(=O)N(CCCN3CCOCC3)C2c2ccncc2)cc1 (stereo not given)	x	-24.9%	11.5%	-0.4%	x	2.6%	x	x	-0.8%	-32.1%
CC(C)(C)c1ccc(/C=C2\Oc3cc(O)ccc3C2=O)cc1	5.3%	-4.9%	5.4%	0.0%	-1.0%[50 µM]	10.1%	10.6	93	-7.6%	-2.1%
Fc1cc(F)cc(-c2oncc2-c2nnnn2-c2ccccc2)c1	0.2%	-10.2%	7.7%	0.5%	-0.6%	-11.9%	4.3	73	-2.2%	7.6%
CCn1c(-c2nn(-c3ccccc3)ccc2=O)n[nH]c1=S	2.7%	-27.9%	-5.3%	-0.1%	-0.4%	-6.5%	0.6	93	4.0%	-46.6%[20 µM]
Cc1cc(C)c(S(=O)(=O)c2ccccc2C)c(SCC(C)C)n1	4.5%	-13.4%	14.7%	-0.4%	1.2%	-8.2%	5.1	47	1.3%	21.2%
CC(=O)c1ccc(N2CCN(S(=O)(=O)c3ccc(-c4cnc(C5CC5)o4)cc3)CC2)cc1	8.9%	-27.7%	0.9%	-0.1%	0.3%	-7.0%	3.2	54	-0.6%	-35.0%
CC(Oc1ccc2ccc(=O)oc2c1)C(=O)NC1CC(C)(C)NC(C)(C)C1 (stereo not given)	9.6%	-19.8%	-3.1%	0.1%	0.4%	4.5%	-0.2	61	-1.4%	-32.5%
CC(C)(C)n1ncc2c(=O)n(Cc3cccc(Cl)c3)cnc21	2.8%	-18.5%	3.2%	0.1%	0.2%	17.5%	-1.0	29	-0.6%	-10.2%
COc1cc(C)c(S(=O)(=O)N2CCCC2)cc1C	4.8%	-1.7%	0.1%	-0.1%	0.0%	9.7%	1.1	58	1.9%	6.5%
NS(=O)(=O)c1ccc(NC(=O)CSc2ncnc3ccccc23)cc1	5.2%	3.5%	-7.8%	-0.1%	-0.1%	-6.5%	-0.9	104	-6.0%	14.2%[20 µM]
CC(C)c1nnc(NC(=O)c2ccc(S(=O)(=O)N3CCOCC3)cc2)s1	-1.2%	9.6%	9.0%	-0.1%	-2.8%	13.5%	1.0	56	0.6%	-45.5%
O=[N+]([O-])c1ccc(F)cc1OCc1nc(-c2cccs2)no1	-1.4%	-23.9%	3.4%	-0.2%	0.3%	-4.3%	x	x	-4.7%	-4.6%
Cc1ccc(NC(=O)CSc2n[nH]c(-c3ccccn3)n2)cc1	2.0%	20.3%	-0.8%	0.1%	0.1%	6.0%	1.5	53	-3.4%	-9.1%
CC(C)C(=O)Nc1ccc(C(=O)Nc2nnc(C(C)(C)C)s2)cc1	x	-27.9%	-0.2%	-0.1%	x	-15.1%	0.1	93	2.7%	-7.3%[20 µM]
CC[C@H](C)NC(=O)c1ccc(Cn2c(=S)[nH]c3c([nH]c4ccc(OC)cc43)c2=O)cc1	10.4%	-42.4%	-1.4%	0.3%	3.0%	-0.4%	0.8	41	-2.0%	-47.8%
COc1cc(NC(=O)/C=C/c2ccccc2)c(C(=O)O)cc1OC	1.7%	-7.4%	-11.2%	-0.1%	0.0%	4.7%	-0.1	45	6.6%	17.6%
Cc1ccc2[nH]c(CNC(=O)c3ccc(F)cc3)cc2c1	3.1%	-16.7%	7.0%	-0.1%	0.0%	6.4%	0.1	67	-2.2%	-18.7%
COC(=O)c1cn(CC(=O)Nc2ccccc2C)c2ccccc12	10.7%	-22.6%	-20.7%	-0.1%	0.0%	-17.8%	-1.5	56	-6.3%	-9.4%[20 µM]
O=C(O)CCCC(=O)Nc1cccc([N+](=O)[O-])c1	6.8%	-13.4%	-10.6%	-0.5%	0.5%	16.6%	1.0	44	4.6%	-40.6%
COc1ccc(-c2n[nH]c(=S)n2Cc2ccccc2)cc1OC	19.5%	-30.6%	-4.7%	-0.2%	-0.9%	4.2%	-0.4	70	1.6%	1.1%
CCOc1ccc(NC(=O)CCS(=O)(=O)c2ccc(Br)cc2)cc1	2.5%	-1.1%	5.2%	-0.2%	0.0%	8.9%	-1.1	47	-0.8%	-5.2%
C=C(C)c1ccc(C(C)(C)NC(=O)N(Cc2ccccc2)Cc2ccco2)cc1	0.0%	-26.6%	-9.0%	-0.3%	1.4%	-1.7%	1.0	52	0.5%	-18.9%
COc1ccc(S(=O)(=O)NCCCn2ccnc2)cc1Cl	13.4%	-16.3%	-5.5%	-0.2%	1.0%	2.1%	1.0	60	-3.7%	17.4%
CNC(=O)c1c(C)nc(SCC(=O)NCc2ccc(OC)cc2)c(C#N)c1-c1ccco1	11.5%	4.2%	-6.7%	-0.1%	0.2%	14.4%	-1.5	69	-1.5%	13.5%
COc1ccc(NC(=O)Cn2nnc(C(=O)NCc3ccccc3OC)c2N)cc1Cl	8.7%	-25.3%	12.5%	0.2%	0.2%	8.3%	10.7	93	-0.7%	40.5%
c1ccc(-c2nnsc2Sc2ccccn2)cc1	3.3%	-52.7%	-13.1%	-0.1%	0.2%	-11.9%	1.4	61	-4.4%	-6.7%
COc1cccc(-c2nn(-c3ccccc3)cc2C(=O)NCC(=O)O)c1	7.6%	-56.9%	2.9%	-0.2%	1.8%	-11.6%	0.1	97	-1.1%	19.5%
O=C1C2C3C=CC(CC3)C2C(=O)N1/N=C/c1c(O)ccc2ccccc12 (stereo not given)	2.5%	5.0%	-3.1%	0.8%	-0.4%	-17.2%	0.5	46	3.4%	-35.5%
O=C(CN1CCN(Cc2ccc(Cl)cc2)CC1)N/N=C/c1c[nH]c2ccccc12	6.8%	-5.9%	9.5%	1.4%	-7.7%	-1.1%	-0.4	63	1.5%	19.2%
COc1cc(NC(=O)c2ccc(Br)cc2)ccc1NC(=O)c1cc2ccccc2o1	11.3%	1.1%	7.7%	-0.2%	0.1%	13.5%	-0.7	92	-3.7%	21.1%
Cc1nnc(SCC(=O)NC(=O)Nc2ccc3c(c2)OCCO3)n1N	9.1%	-0.3%	-12.3%	0.3%	0.4%	3.0%	-0.2	61	7.6%	-30.6%
O=C(Cc1ccccc1)Nc1ccccc1C(=O)Nc1ccc(C(=O)O)cc1	8.5%	7.8%	11.5%	0.6%	0.2%	1.7%	1.0	79	-2.5%	5.0%
COc1ccc(NC(=O)c2cn(CCC#N)nc2-c2cc3ccccc3o2)cc1	9.4%	-52.2%	2.2%	-0.2%	0.1%	-1.8%	4.1	66	-2.0%	37.3%
COC(=O)CSc1nnc(NC(=O)C2CC(=O)N(c3ccc(F)cc3)C2)s1 (stereo not given)	11.5%	9.4%	-6.7%	-0.1%	0.8%[50 µM]	10.2%	0.3	62	-2.0%	34.1%

Next part, starting with the last three of the part before.
SMILES	Rac1 GTP hydrolysis	NOD1 inhibition	GPR55 LPI antagonism	GPR55 activation	K1F lysis inhibition	GPR35 arrestin U2OS	NTR1 ag	NTR1 ag cell count 20 µM	KOR beta-arrestin-1	KOR beta-arrestin-2
O=C(Cc1ccccc1)Nc1ccccc1C(=O)Nc1ccc(C(=O)O)cc1	8.5%	7.8%	11.5%	0.6%	0.2%	1.7%	1.0	79	-2.5%	5.0%
COc1ccc(NC(=O)c2cn(CCC#N)nc2-c2cc3ccccc3o2)cc1	9.4%	-52.2%	2.2%	-0.2%	0.1%	-1.8%	4.1	66	-2.0%	37.3%
COC(=O)CSc1nnc(NC(=O)C2CC(=O)N(c3ccc(F)cc3)C2)s1 (stereo not given)	11.5%	9.4%	-6.7%	-0.1%	0.8%[50 µM]	10.2%	0.3	62	-2.0%	34.1%
O=C(NCCOc1ccccc1)c1cc2ccccc2o1	-9.2%	-19.8%	-15.1%	0.2%	0.5%	0.0%	-0.1	65	0.5%	-16.9%
COc1ccccc1NC(=O)c1oc2ccc(C)cc2c1C	3.0%	-43.5%	-3.5%	0.2%	0.1%	-4.2%	2.5	68	-2.0%	-2.7%
COc1ccc(CCNC(=O)CC2SC(N)=NC2=O)cc1OC (stereo not given)	9.2%	-37.0%	4.4%	-0.1%	0.3%	2.5%	-0.3	94	x	-22.0%[20 µM]
COc1ccc(-n2nc(C(=O)N3CCCCC3)c3ccccc3c2=O)cc1	5.0%	x	0.3%	-0.1%	0.6%	0.8%	2.5	57	0.9%	5.9%
CC(=O)c1ccc(NC(=O)COC(=O)CCN2C(=O)c3cccc([N+](=O)[O-])c3C2=O)cc1	11.6%	-16.7%	-4.8%	0.1%	-0.1%	27.8%	-0.5	78	-0.2%	x
COc1ccc(CC(CN)c2ccccc2)cc1 (stereo not given)	-7.4%	-18.1%	6.0%	0.9%	-1.1%	2.0%	0.3	67	-8.0%	-27.6%[20 µM]

Reprinted at random: 2 records from the list, in no set order.
SMILES	Rac1 GTP hydrolysis	NOD1 inhibition	GPR55 LPI antagonism	GPR55 activation	K1F lysis inhibition	GPR35 arrestin U2OS	NTR1 ag	NTR1 ag cell count 20 µM	KOR beta-arrestin-1	KOR beta-arrestin-2
COc1ccc(CC(CN)c2ccccc2)cc1 (stereo not given)	-7.4%	-18.1%	6.0%	0.9%	-1.1%	2.0%	0.3	67	-8.0%	-27.6%[20 µM]
COc1ccc(CCNC(=O)CC2SC(N)=NC2=O)cc1OC (stereo not given)	9.2%	-37.0%	4.4%	-0.1%	0.3%	2.5%	-0.3	94	x	-22.0%[20 µM]

Screening data as filed in PubChem.
